Compound activity from PubChem BioAssay.
MsrA inh: inhibits bovine methionine sulfoxide reductase A | actives 0.75% (n = 360,000) | purified bovine MsrA, absorbance read-out | inhibition, % at 15.5 µM; in the data active means inhibition above about 4.5%;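 further: 0% = vehicle wells with enzyme and 100% = reference inhibitor wells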
Rin1 Abl inh: inhibitors of human Rin1-Abl protein interaction. P00519+Q13671. TR-FRET Rin1/Abl binding, biochemical. inhibition, % at 7.35 µM. actives 0.4% (n = 360,000). AID 588664; in the data active means inhibition above about 5%, passing the limit was not always enough
Neddyl block: cullin neddylation inhibition; TR-FRET cullin neddylation, biochemical; actives 0.58% (n = 360,000); calls only at 25 µM; AID 651699; P61081+Q13564; in the data active means inhibition above about 36%
NRP1-CendR mod: alters CendR peptide binding to human NRP-1. O14786. FAM-RPARPAR peptide binding to NRP-1, fluorescence polarization. inhibition, % at 25 µM. actives 0.85% (n = 360,000). AID 602438;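 active means inhibition or corrected inhibition above about 18%, plus a signal ratio from 0.5 to 1.5, limit read from the data, passing the limit was not always enough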; further: strong numbers were not always called active
bovine MsrA act: activators of bovine methionine sulfoxide reductase A; actives 0.3% (n = 360,000); activation, % at 10.6 µM; purified bovine MsrA, absorbance read-out; in the data active means activation above about 7.5%;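 further: 0% = vehicle and 100% = reference activator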
MT1-MMP act inh: blocks activation of human MT1-MMP. GFP/RFP ratio change, % at 20 µM. HT1080 RFP-PRO-GFP cells, GFP/RFP ratio fluorescence, overnight; percent of plate control window, DMSO zero. actives 0.061% (n = 360,000). P50281;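 active means GFP/RFP ratio change of at least 30% with cell ATP level not reduced by more than half and red fluorescence within 50% of control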; further: strong numbers were not always called active
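Test system: HT1080 cells expressing an RFP-PRO-GFP fluorescent reporter construct / Compound dosing: single-point 20 µM compound, 1% DMSO / Schedule: cells overnight before dosing, compound overnight, 37 °C, 5% CO2 / Evaluation: GFP/RFP fluorescence ratio / Control set: DMSO and RFP-L50D-GFP cell wells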
eLon inh: inhibitors of E. coli Lon protease; P0A9M0; purified E. coli Lon protease, fluorescence polarization; inhibition, % at 7.94 µM; actives 0.42% (n = 360,000); AID 602123; in the data active means inhibition above about 13%, passing the limit was not always enough;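 further: 0% = enzyme with probe and DMSO and 100% = no enzyme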
Target sequence (P0A9M0 whole entry, looked up): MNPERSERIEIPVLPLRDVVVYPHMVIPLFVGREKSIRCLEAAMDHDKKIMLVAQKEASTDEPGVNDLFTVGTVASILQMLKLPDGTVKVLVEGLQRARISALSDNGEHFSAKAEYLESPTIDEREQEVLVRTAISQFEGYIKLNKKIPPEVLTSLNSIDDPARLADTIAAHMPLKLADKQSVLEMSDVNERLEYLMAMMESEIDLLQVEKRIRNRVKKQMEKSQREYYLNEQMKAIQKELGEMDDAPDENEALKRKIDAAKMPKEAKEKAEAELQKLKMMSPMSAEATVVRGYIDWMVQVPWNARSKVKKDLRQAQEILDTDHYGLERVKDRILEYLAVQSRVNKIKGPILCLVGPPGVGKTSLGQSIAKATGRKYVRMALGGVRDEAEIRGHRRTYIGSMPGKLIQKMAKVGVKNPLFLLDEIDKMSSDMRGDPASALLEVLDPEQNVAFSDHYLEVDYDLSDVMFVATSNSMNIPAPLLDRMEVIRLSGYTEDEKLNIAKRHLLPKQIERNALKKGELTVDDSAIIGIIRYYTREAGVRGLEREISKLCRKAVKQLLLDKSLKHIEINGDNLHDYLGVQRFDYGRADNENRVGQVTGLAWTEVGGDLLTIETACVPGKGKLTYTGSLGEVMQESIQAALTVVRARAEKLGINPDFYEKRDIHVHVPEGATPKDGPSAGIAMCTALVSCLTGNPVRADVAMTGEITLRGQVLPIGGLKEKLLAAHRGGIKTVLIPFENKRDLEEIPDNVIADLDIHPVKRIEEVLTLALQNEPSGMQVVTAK
FAS-TE inh: FAS thioesterase (human) inhibition. inhibition, % at 15 µM. actives 0.67% (n = 360,000). recombinant FAS-TE, OMFH fluorogenic substrate, fluorescence endpoint. AID 602261. P49327;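 active means compounds whose normalised, plate-corrected inhibition of enzyme fluorescence in the single-dose primary screen is 50% or more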;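 further: 0% = DMSO with enzyme and 100% = substrate without enzyme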
SKN-1 inh: C. elegans SKN-1 inhibition; C. elegans VP596 Pgst-4::GFP/RFP ratio, acrylamide-induced, 24 h; inhibition, % at 21.8 µM; actives 0.49% (n = 360,000);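 active means interference check ratio from 0.5 to 1.5 plus GFP to RFP signal ratio inhibition reaching or exceeding a fixed threshold, cut at about 30% in these data, passing the limit was not always enough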; further: some compounds called inactive have numbers as strong as hits
* = called active by the depositor; i = inactive; x = no result given.

SMILES	MsrA inh	Rin1 Abl inh	Neddyl block	NRP1-CendR mod	bovine MsrA act	MT1-MMP act inh	eLon inh	FAS-TE inh	SKN-1 inh
CC(C)c1ccc(OCC(=O)NC(C)c2ccccc2)cc1 (centres undefined)	-0.9	-1	i	-9	-2	2	-5	12	1
CCN(CC1CCCO1)C(=O)CCc1nnc(CCc2ccc(OC)cc2)o1 (centres undefined)	-0.7	-2	i	-7	-11	0	0	-3	-3
CCN1CCN(c2ccc(S(=O)(=O)N3CCCCC3)cc2NC(=O)/C=C/c2ccc([N+](=O)[O-])cc2)CC1	0.5	-1	i	1	-6	-1	-5	28	15
N#Cc1ccc(C(=O)Nc2nc(SCc3ccc(Cl)cc3)n[nH]2)cc1	-0.6	4	i	-18	-3	-1	6	-34	-2
CCSc1ccccc1C(=O)Nc1cc(OC)c(OC)c(OC)c1	-0.5	-1	i	6	-4	0	0	0	-4
CCOC(=O)C1=C(COC(=O)c2cc(OC)c(OC)c(OC)c2)NC(=O)NC1C (centres undefined)	1.7	3	i	10	-2	-2	0	0	3
CC1=NNC(=O)C1CCC(=O)N/N=C/c1ccccc1 (centres undefined)	-1.1	-2	i	-4	1	2	9	-6	2
Cc1cc(N2CCN(C(C(=O)NC3CCCC3)c3ccc(-c4ccccc4)cc3)CC2)c2ccccc2n1 (centres undefined)	-0.4	x	i	20	x	-5	x	x	14
O=C(NCc1n[nH]c(=S)n1Cc1ccccc1)c1ccc(Cl)cc1Cl	1.9	-2	i	3	0	5	11	-1	-2
CC1=C(C#N)C(=O)NC1(C)O (centres undefined)	1.1	1	i	12	-2	-4	14	-10	16
CC1(C(=O)Nc2ccc(Cl)c(Cl)c2)CCN1C(=O)Cc1cccc2ccccc12 (centres undefined)	0.2	-1	i	-5	0	1	-9	28	-8
CCC(Sc1nc2ccsc2c(=O)n1Cc1ccc(C(=O)O)cc1)C(=O)Nc1ccc(Cl)cc1 (centres undefined)	-0.1	-3	i	-10	-3	11	-4	-6	10
CCC1Oc2ccc(C)cc2N(CC(=O)N2CCN(c3ccc(F)cc3)CC2)C1=O (centres undefined)	x	0	i	-55	0	5	-7	17	10
COc1ccc(C)cc1N1CC(C(=O)OCc2nc(N)nc(Nc3ccccc3C)n2)CC1=O (centres undefined)	-0.4	-3	i	-9	-1	2	-8	-7	17
Cc1ccccc1NC(=O)Nc1ccccn1	-0.3	-3	i	5	0	0	-1	-4	9
COc1ccc(C2C=C(c3ccccc3)Nc3ncnn32)cc1 (centres undefined)	1.6	-1	x	13	3	-9	10	-2	6
O=C(Nc1nnc(COc2ccc(F)cc2)s1)c1cccs1	1.0	-1	i	5	-4	5	-10	0	1
Cc1ccc(C2=CC(c3cccs3)n3nnnc3N2)cc1 (centres undefined)	1.2	-2	i	-12	-1	-75	3	-1	-11
O=C(Cc1cccs1)Nc1nnc(Cc2ccccc2)s1	-0.4	0	i	-28	0	-1	-34	-6	1
COC(=O)C1CC(O)CN1C(=O)Nc1ccccc1 (centres undefined)	-0.6	-3	i	-2	-2	0	-1	-4	5
COc1ccccc1CSc1ncc(-c2ccc([N+](=O)[O-])cc2)[nH]1	0.9	-1	i	-17	-4	-5	-25	19	6
O=C1NC(=S)N/C1=C\C=C\c1ccccc1	3.5	2	i	-2	-4	1	-14	-3	9
CC1(C)OC2C(CO)OC(n3cnc4c(=S)nc(N)[nH]c43)C2O1 (centres undefined)	x	3	i	13	-8	0	15	-4	17
CC(=O)Nc1ccc(C(=O)Nc2ccc3c(c2)OCO3)cc1	0.1	-9	i	17	-3	2	10	-4	16

Continued, overlapping the part above by 3 compounds.
SMILES	MsrA inh	Rin1 Abl inh	Neddyl block	NRP1-CendR mod	bovine MsrA act	MT1-MMP act inh	eLon inh	FAS-TE inh	SKN-1 inh
O=C1NC(=S)N/C1=C\C=C\c1ccccc1	3.5	2	i	-2	-4	1	-14	-3	9
CC1(C)OC2C(CO)OC(n3cnc4c(=S)nc(N)[nH]c43)C2O1 (centres undefined)	x	3	i	13	-8	0	15	-4	17
CC(=O)Nc1ccc(C(=O)Nc2ccc3c(c2)OCO3)cc1	0.1	-9	i	17	-3	2	10	-4	16
CNc1cncc(-c2cccc(O)c2)n1	1.0	0	x	-9	0	-3	5	-8	4
COc1ccc(CCNC(=O)C(=O)NCC2OCCN2S(=O)(=O)c2ccc(F)cc2)cc1OC (centres undefined)	0.3	1	i	-2	1	0	0	-6	0
COc1ccc2c(c1)C1NC(=S)N[C@@](C)(O2)C1C(=O)Nc1ccccc1 (some centres undefined)	0.1	1	i	5	-3	4	1	-2	14
CCCn1c(N)c(C(=O)CSc2nnc(-c3ccoc3C)n2C)c(=O)n(C)c1=O	1.0	4	i	-7	-6	0	-7	-7	-6
N#CC[C@H](Cc1ccccc1)N1CCN(CCc2ccccc2)CCC1=O	1.3	0	i	2	-1	-3	-1	-12	-4
Cn1nc(C(=O)OCC(=O)Nc2cccc(S(=O)(=O)N3CCCC3)c2)c2ccccc2c1=O	-1.2	-2	i	6	-5	2	-2	-1	1
O=C(Nc1ccc(F)cc1)c1ccc(-n2cncn2)c([N+](=O)[O-])c1	-0.2	5	i	-1	-7	5	-7	-5	-2
Cc1ccc(Nc2cc(C)nn2-c2nc(C)cc(=O)[nH]2)cc1	x	1	i	-7	-3	-14	-2	-10	0
COc1ccc(Cl)cc1NC(=O)CN(C)C(=O)Cc1ccsc1	-0.9	-2	i	-1	-2	4	5	-1	-1
O=C(COC(=O)c1ccco1)NC(c1ccccc1)c1ccccc1	-0.9	5	i	-15	-15	1	14	-6	-6
CC(C(=O)Nc1ccccc1C(F)(F)F)N1CCN(C)CC1 (centres undefined)	0.4	2	i	2	4	0	3	-6	6
CNC(=O)c1cc2c(s1)-c1ccccc1CC2	3.1	0	x	10	-4	-9	1	-5	8
O=C(CC(=O)Nc1ccc(Br)cc1)Nc1ccc(Br)cc1	1.2	1	i	0	-5	2	-12	1	5
CC(=O)N1CCc2cc(S(=O)(=O)CCC(=O)N3CCN(c4ccccn4)CC3)ccc21	-1.1	6	i	-5	0	0	-9	-2	-2
O=C(Nn1c(C2CCC2)nc2ccccc2c1=O)C1CCC1	-0.1	-2	i	5	-2	10	10	1	-3
CC1(C)Cc2c(cnn2-c2ccc(F)cc2)C(NC(=O)CN2CCCCC2=O)C1 (centres undefined)	0.3	-2	i	-7	-2	0	2	-3	6
CCC(=O)N1CCc2cc(Br)cc(S(=O)(=O)C3(C(=O)OC)CC3)c21	-0.2	-1	i	24	-5	-1	0	-5	15
CCOC(=O)Cn1nc(-c2ccc(F)cc2)oc1=O	-0.2	-2	i	14	4	8	8	-9	3
Cc1ccc(NC(=S)N2CCC(NC(=O)c3ccc(F)cc3)CC2)cc1C	0.1	3	i	6	1	2	-14	0	8
CC(=O)Nc1nnc(SCc2ccc(C(=O)Nc3ccccc3F)cc2)s1	3.4	1	i	7	-6	-1	2	2	10
COc1ccc(NC(=O)CCCc2c[nH]c3ccccc23)cc1OC	0.2	-4	i	0	-4	2	2	-16	8
O=C(COC(=O)c1ccc[nH]c1=O)Nc1cc(S(=O)(=O)N2CCCCCC2)ccc1Cl	-0.4	0	i	-4	-2	-2	-6	-6	13
COc1ccc(Nc2nc(N)nc(COc3ccc(OC)cc3)n2)cc1	-0.2	-3	i	0	-5	6	-1	-4	6
COc1ccc(CCC(=O)NNC(=O)c2ccc(OC)cc2)cc1	0.3	-1	i	1	-3	0	-4	-1	3

Rewritten as labelled records: part of the list above.
CC(=O)N1CCc2cc(S(=O)(=O)CCC(=O)N3CCN(c4ccccn4)CC3)ccc21
  MsrA inh: -1.1	Rin1 Abl inh: 6	Neddyl block: i	NRP1-CendR mod: -5	bovine MsrA act: 0	MT1-MMP act inh: 0	eLon inh: -9	FAS-TE inh: -2	SKN-1 inh: -2
O=C(Nn1c(C2CCC2)nc2ccccc2c1=O)C1CCC1
  MsrA inh: -0.1	Rin1 Abl inh: -2	Neddyl block: i	NRP1-CendR mod: 5	bovine MsrA act: -2	MT1-MMP act inh: 10	eLon inh: 10	FAS-TE inh: 1	SKN-1 inh: -3

Next structures.
SMILES	MsrA inh	Rin1 Abl inh	Neddyl block	NRP1-CendR mod	bovine MsrA act	MT1-MMP act inh	eLon inh	FAS-TE inh	SKN-1 inh
COCCCNC(=S)N(Cc1ccccc1)Cc1ccccc1	-0.6	0	i	-13	-4	0	-15	2	6
N/C(=N\OC(=O)c1ccc(F)cc1)c1cccc([N+](=O)[O-])c1	-1.2	4	i	-3	2	0	-5	18	26
C/C(CCC(C)C)=N\NC(=O)COc1ccccc1-c1ccccc1	0.1	2	i	-2	0	-3	-1	14	9
COc1cc(C(=O)NCc2ccco2)cc(OC)c1OC	0.4	0	i	0	-1	0	2	-5	57
Cc1nc(SCc2nc3ccc(C(F)(F)F)cc3[nH]2)c2oc3ccccc3c2n1	0.9	-8	i	2	-1	-5	-20	8	0
CCOc1cc(Br)c(C(C)NC(=O)c2cccnc2)cc1OCC (centres undefined)	0.8	1	i	-14	-1	4	0	-8	5
O=C(COC(=O)CN=C1NS(=O)(=O)c2ccccc21)Nc1ccccc1OC(F)F	-0.3	3	i	-6	0	-2	-7	-5	-2
Cc1ccc2nc(-c3ccc(-c4ccccn4)s3)cn2c1	2.2	-4	i	-19	-6	0	-6	-9	12
Cc1cccc(N2CCN(C(=O)c3nn(C)c4c3CS(=O)(=O)c3ccccc3-4)CC2)c1C	0.3	4	i	12	-4	-3	7	31	-10
COCCCn1cc(CN2CC(N3CCN(CCN(C)C)CC3)CS2(=O)=O)nn1 (centres undefined)	-0.6	x	i	0	-3	2	-3	-12	8
Cc1c(C(=O)O)cccc1-n1c(C)cc(/C=C(/C#N)C(=O)NCc2ccccc2)c1C	3.8	3	i	6	-3	2	-2	-7	-2
C[C@H](NC(=O)c1ccc(Cl)cc1)C(=O)NCCc1ccc(S(N)(=O)=O)cc1	2.7	-1	i	-4	-3	4	-5	-2	-9
CCOC(=O)c1c(NC(=O)COc2ccc3ccc(=O)oc3c2)sc(C(=O)N(C)C)c1C	0.7	-1	i	4	-3	-3	-1	-8	-6
CCOC(=O)N1CCC(NS(=O)(=O)c2ccc(C)c(Cl)c2)CC1	1.0	2	i	-11	-1	4	-6	4	-15
CC(C)(C)OC(=O)C[C@H]1C/C=C\C[C@@H](CC(=O)NCCO)C(=O)NC[C@H](c2ccccc2)OC1=O	0.2	1	i	-10	-3	2	0	-5	5
Cc1ccc(Cl)cc1N1CCN(C(=O)CNC(=O)c2ccc(Br)o2)CC1	0.7	2	i	1	-2	0	-5	21	8
O=C(Cc1ccc(Br)cc1)Nc1ccc(Cl)cc1	-0.1	-1	i	-1	-4	1	-7	18	16
Cc1ccc(NC(=O)c2cnccn2)cc1	1.1	1	i	4	-8	2	6	-8	9
C=C(C)CNC(=S)N1CCNC(=O)C1CC(=O)OC (centres undefined)	0.4	-3	i	1	-3	-2	2	-5	4
CCC(=O)NCCNc1nc2cc(C)c(C)cc2cc1C#N	-0.3	-3	x	2	2	12	4	-4	1
O=C(NCCc1ccc(Cl)cc1)C1CCN(S(=O)(=O)N2CCCCC2)CC1	x	-2	i	-2	-2	4	2	-6	-11
Cc1[nH]n(-c2ccccc2)c(=O)c1N=Nc1cccc(Cl)c1	-1.2	-2	i	4	-1	7	3	22	1
Cc1ccccc1C(=O)c1c[nH]c(C(=O)NCCc2ccccn2)c1	0.7	-2	i	-5	-5	3	14	-1	-2
COc1ccccc1CN1C(=S)SC(C)(C)C1NO (centres undefined)	1.1	0	i	-5	0	-4	2	-39	4
Cc1ccc(C(=O)NCCCNCCCNC(=O)c2ccc(C)nc2)cn1	-1.5	-4	i	12	0	-4	3	-3	10
Brc1ccc(OCCOCCN2CCOCC2)cc1	0.1	-1	i	0	-1	5	-6	-1	1
COc1ccc(CC(=O)Nc2ccc3nc(C)sc3c2)cc1OC	-1.4	0	i	0	0	2	0	-6	11
Cc1n[nH]c(=O)nc1NCc1ccc(Cl)cc1	0.1	-1	i	4	-10	1	-5	-6	-21

Outcome played no part in choosing rows (roughly 4.2% active in at least one column).
